High-throughput results: PubChem, several laboratories
SKKanGAS inh: S. pyogenes SKKanGAS growth inhibitors in kanamycin, primary screen, streptokinase expression inhibitor project, SKKanGAS strain, BacTiter-Glo luminescence | 6 h | inhibition, % at 7.5 µM | actives 1.3% (n = 300,000);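 active = mean replicate score, as percent of positive control median, at least 50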;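 also: strain carries kanamycin resistance gene driven by streptokinase promoter and grows in 40 µg/ml kanamycin; loss of luminescence reflects streptokinase promoter inhibition or plain growth inhibition; 0% = median of DMSO wells and 100% = positive control at its reference dose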
MrgX1 agonist: agonists of human MrgX1 receptor, primary screen, HEK293 cells, Fluo-4 calcium flux; B-score at 10 µM; actives 0.44% (n = 310,000); Fluo-4 calcium fluorescence, agonist mode; stronger effect = higher value; Mas-related G-protein coupled receptor member X1 (Homo sapiens), Q96LB2; AID 588627, 2011;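 active = calcium response B-score plate-corrected fluorescence ratio at least 3 library SD, with starting fluorescence B-score inside 5 SD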
Target sequence (Q96LB2 whole entry, looked up): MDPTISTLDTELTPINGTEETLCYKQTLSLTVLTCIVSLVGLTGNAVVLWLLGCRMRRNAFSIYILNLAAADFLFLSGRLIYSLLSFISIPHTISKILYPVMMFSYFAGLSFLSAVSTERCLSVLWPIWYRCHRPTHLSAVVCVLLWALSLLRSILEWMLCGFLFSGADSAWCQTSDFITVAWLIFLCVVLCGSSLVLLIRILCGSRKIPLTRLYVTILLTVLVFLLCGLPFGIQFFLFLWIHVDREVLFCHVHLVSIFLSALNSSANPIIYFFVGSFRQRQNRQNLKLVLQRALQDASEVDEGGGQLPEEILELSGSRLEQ
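Assay system: MrgX1-expressing HEK293 cells / Amount: fifteen thousand cells per well / Doses: test compound in the initial addition of three / Timing: cells plated overnight, dye loaded 0.5 h 37 °C, 0.5 h room temperature / Technique: kinetic calcium dye fluorescence, Fluo-4 NW / Control set: positive and negative controls per plate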
TRPC4 agonist: activators of mouse TRPC4 channel, primary screen, Fluo4 calcium, HEK293 TRPC4beta/mu-opioid cells; Short transient receptor potential channel 4 (Mus musculus), Q9QUQ5; Fluo4 calcium fluorescence; stronger effect = higher value; B-score at 10 µM; actives 0.49% (n = 310,000);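 active = B-score above 5 SD of library B-scores, and initial fluorescence ratio not above library mean plus 5 SD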;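 also: positive B-score marks a calcium rise read as TRPC4 activation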
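Material: HEK293 stable line with TRPC4beta plus mu-opioid receptor; technique: Fluo4 calcium-sensitive dye fluorescence, kinetic, 1 Hz baseline; timing: Fluo4 dye loading 45 min at room temperature, 110 s recording; controls: assay buffer as low control, maximal DAMGO as high control; read-out: integrated baseline-normalised fluorescence ratio, converted to per-well B score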
ANO1 activ: TMEM16A chloride channel activators or potentiators, primary screen, cell-based, HTS. Anoctamin-1 (Mus musculus), Q8BHY3. HEK293 TMEM16A/YFP-H148Q/I152L, iodide quench fluorescence; stronger effect = lower value. B-score at 10 µM. actives 0.3% (n = 340,000). AID 623877, 2012;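 active = fluorescence-ratio B-score plate-corrected deviation score at least 3 library SD below zero, with starting fluorescence score within 5 deviations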;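 also: channel opened by trigger with iodide after compound preincubation; score built on the fluorescence ratio of max minus min over baseline; more negative score means more quench and so TMEM16A activation or potentiation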
TRPC6 activator: mouse TRPC6 channel activators, primary screen, cell-based, HEK293, membrane potential dye; Short transient receptor potential channel 6 (Mus musculus), Q61143; HEK293-TRPC6 membrane potential dye fluorescence; stronger effect = higher value; B-score at 10 µM; actives 0.13% (n = 310,000); AID 2550, 2010;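 active = B-score of the integrated fluorescence ratio above library mean plus 3 SD, and starting fluorescence ratio within library mean plus 5 SD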;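 also: higher score means more depolarization so channel activation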
TMEM16A inh: TMEM16A chloride channel inhibitors, primary screen, cell-based, HTS. Anoctamin-1 (Mus musculus), Q8BHY3. HEK293 TMEM16A/YFP iodide influx fluorescence, ionomycin. normalized B-score (activity score, 25-100; higher = stronger inhibition) at 10 µM. actives 1.2% (n = 310,000);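 active = ratio plate-corrected score three or more library SD toward inhibition, starting fluorescence score within five deviations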;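 also: score derived from kinetic fluorescence span divided by baseline fluorescence per well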
TRPC4 PAM: positive allosteric modulators of TRPC4, primary screen, cell-based, mouse TRPC4beta, HEK293 mu-opioid, Fluo-4 calcium | Short transient receptor potential channel 4 (Mus musculus), Q9QUQ5 | DAMGO EC20, Fluo-4 Ca2+ flux; stronger effect = higher value | B-score at 10 µM | actives 0.42% (n = 310,000);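 active = B-score of calcium response area above 5 SD of library B-scores, with initial fluorescence ratio within 5 SD of library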;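 also: B-score of integrated fluorescence ratio over time as area under calcium response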
TRPC4 inh: inhibitors of mouse TRPC4 channel, primary screen, Fluo4 calcium, HEK293 TRPC4beta/mu-opioid cells; Short transient receptor potential channel 4 (Mus musculus), Q9QUQ5; DAMGO-evoked Fluo4 calcium flux; stronger effect = lower value; B-score at 10 µM; actives 0.39% (n = 300,000);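 active = B-score over 3 SD under the library average, no early fluorescence shift, positive overall ratio signal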
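material = TRPC4beta/mu-opioid receptor HEK293 cell line | probe or stimulus = sequential submaximal and maximal DAMGO stimulation | compound dosing = one concentration per compound | measured by = Fluo4 Ca2+ flux fluorescence | evaluation = integrated fluorescence ratio relative to baseline, converted to per-well B score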
MrgX1 antag: antagonists of human MrgX1 receptor, primary screen, HEK293 cells, Fluo-4 calcium flux. Mas-related G-protein coupled receptor member X1 (Homo sapiens), Q96LB2. BAM8-22 antagonism; stronger effect = lower value. B-score at 10 µM. actives 1.3% (n = 310,000). AID 588676, 2011;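 active = calcium-response B-score plate-corrected more than 3 library SD below zero, starting fluorescence within 5 deviations, no agonist response on first addition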;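 also: peak minus trough fluorescence over baseline after final BAM8-22 challenge near maximal dose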
TRPC6 inhibitor: mouse TRPC6 channel inhibitors, primary screen, cell-based, HEK293, membrane potential dye; B-score at 10 µM; AID 2553, 2010; actives 1.1% (n = 310,000); ACh-evoked depolarization; stronger effect = lower value;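 active = B-score under library mean minus 3 SD, initial fluorescence not abnormally high, positive integrated signal ratio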;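 also: B-score derived from integrated fluorescence ratio over the kinetic read; more negative B-score means stronger inhibition of depolarization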
MrgX1 allo act: positive allosteric modulators of MrgX1, primary screen, HEK293 cells, Fluo-4 calcium flux. B-score at 10 µM. actives 0.63% (n = 310,000). FDSS; stronger effect = higher value. AID 588675, 2011. Mas-related G-protein coupled receptor member X1 (Homo sapiens), Q96LB2;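 active = plate-corrected calcium response at least 3 library SD above typical, normal starting fluorescence, not activating the receptor alone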;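 also: compound read alongside a low EC10 to EC30 dose of BAM8-22 agonist; peak minus trough fluorescence over baseline measured at the second addition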
* hit, by the source's call; i = inactive; . = no result given.

Structure | SKKanGAS inh | MrgX1 agonist | TRPC4 agonist | ANO1 activ | TRPC6 activator | TMEM16A inh | TRPC4 PAM | TRPC4 inh | MrgX1 antag | TRPC6 inhibitor | MrgX1 allo act
CS(=O)(=O)c1ccc(-c2cccc(NC(=O)c3ccc(Br)o3)c2)nn1 | -5 | i | i | i | i | i | i | i | i | i | i
CC(C)COP(=O)(c1ccc(N(C)C)cc1)C(O)c1ccncc1 (stereo unspecified) | 6 | i | i | i | i | i | i | i | i | i | i
CN1Cc2c(N3CCOCC3)nc3sc(C(=O)c4ccccc4)c(N)c3c2CC1(C)C | 5 | i | i | i | i | i | i | i | i | i | i
CC1(C)C2CCC1(C)C(OC(=O)CSc1nc(N)cc(=O)[nH]1)C2 (stereo unspecified) | -5 | i | i | i | i | i | i | i | i | i | i
COc1ccc(OC)c(S(=O)(=O)N2CCNCC2)c1 | -2 | i | i | i | i | i | i | i | i | i | i
CCOC(=O)N1CCC(n2c(=S)[nH]c3cc(OC)c(OC)cc3c2=O)CC1 | -3 | i | i | i | i | i | i | i | i | i | i
Cc1ccc(CNC(=O)Cc2noc3ccccc23)cc1 | 2 | i | i | i | i | i | i | i | i | i | i
CCN(CC)S(=O)(=O)c1ccc(N2CCCC2)c(C(=O)Nc2ccc(OC)c(Cl)c2)c1 | -7 | i | i | i | i | i | i | i | i | i | i
Cc1ccccc1NC(=O)CSc1nnc(CNC(=O)c2ccc3c(c2)OCO3)n1C | -8 | i | i | i | i | i | i | i | i | i | i
COC(=O)Cc1ccc(OCc2ccc(Cl)nc2)cc1 | -1 | i | i | i | i | i | i | i | i | i | i
CCC(Oc1ccc(C)c(C)c1)C(=O)O (stereo unspecified) | -3 | i | i | i | i | i | i | i | i | i | i
CN1CCC(N(C)C(=O)Cc2ccccc2[N+](=O)[O-])CC1 | 21 | i | i | i | i | i | i | i | i | i | i
CCC(C)NC(=O)c1cc2c(=O)n3cccc(C)c3nc2s1 (stereo unspecified) | -5 | i | i | i | i | i | i | i | i | i | i
O=C(O)c1ccc(N=Cc2c(O)ccc3ccccc23)cc1 | 0 | i | i | i | i | i | i | i | i | i | i
Cc1cccc(OCCCCn2c(CO)nc3ccccc32)c1 | 0 | i | i | i | i | i | i | i | i | i | i
O=C(O)CC1(c2ccccc2)C(=O)c2ccccc2C1=O | -2 | i | i | i | i | i | i | i | i | i | i
COc1ccc(C)cc1NC(=O)C1CC1c1ccccc1 (stereo unspecified) | 2 | i | i | i | i | i | i | i | i | i | i
COc1ccc(CNC(=O)C2(CC3CC(c4ccccc4)=NO3)CCN(C(=O)C3CCCC3)CC2)cc1 (stereo unspecified) | -8 | i | i | i | i | i | i | i | i | i | i
Cc1ccc(S(=O)(=O)N2CCC(=O)N(C(CO)Cc3ccccc3)CC2)cc1 (stereo unspecified) | 0 | i | i | i | i | i | i | i | i | i | i
COCCNC(=O)c1cc2cc(Br)cc(OC)c2oc1=O | -11 | i | i | i | i | i | i | i | i | i | i
CCNC(=O)N1CCC(n2nccc2NC(=O)CCCc2ccccc2)CC1 | -7 | i | i | i | i | i | i | i | i | i | i
Cc1ccccc1C1=NC(c2ccc(F)cc2F)ON1 (stereo unspecified) | 3 | i | i | i | i | i | i | i | i | i | i
Cc1cccc(-n2cnc(C(=O)N/N=C/c3ccccc3)c2)n1 | -1 | i | i | i | i | i | i | i | i | i | i
COc1cccc(C(=O)COc2ccc3c(C)c(Cc4ccccc4)c(=O)oc3c2C)c1 | 1 | i | i | . | i | i | i | i | i | i | i
CCOC(=O)N1CCC(N(CCN(C)C)C(=S)Nc2cccc(Cl)c2C)CC1 | 3 | i | i | i | i | i | i | i | i | i | i
CCOc1ccccc1-n1c(SCC(=O)NC)nnc1-c1ccco1 | 1 | i | i | i | i | i | i | i | i | i | i
CCn1cc(Cl)c(C(=O)Nc2nc3ccccc3n2CCN2CCCCC2)n1 | -2 | i | i | i | i | i | i | i | i | -8.7* | i
CCOc1ccc2nc(N3CCOCC3)nc(C)c2c1 | -7 | i | i | i | i | i | i | i | i | i | i
Cc1cc(C(=O)N2CCCC2C(=O)O)c(C)o1 (stereo unspecified) | 1 | i | i | i | i | i | i | i | i | i | i
COc1cc(CN(C(=O)c2cc3ccccc3oc2=O)C2CCS(=O)(=O)C2)cc(OC)c1OC (stereo unspecified) | 0 | i | i | i | i | i | i | i | i | i | i
CN(C(=O)COC(=O)c1cc(-c2ccccc2Cl)nc2ccccc12)C1CCS(=O)(=O)C1 (stereo unspecified) | -1 | i | i | i | i | i | i | i | i | i | i
N#Cc1c(N)n(CCc2ccc(F)cc2)c2nc3ccccc3nc12 | -9 | i | i | i | i | i | i | i | i | i | i
COc1ccc(CCN2C(=O)CC(NCc3ccc4c(c3)OCO4)C2=O)cc1OC (stereo unspecified) | 1 | i | i | i | i | i | i | i | i | i | i
CC(C)c1nnc(NC(=O)C2CCCCC2)s1 | -2 | i | i | i | i | i | i | i | i | i | i
COc1ccc(NC(=O)[C@@H]2CCCN2S(=O)(=O)c2cccc3cccnc23)cc1 | . | i | . | i | . | i | . | . | i | . | i
CN1CCN(C(=O)c2ccc(C(F)(F)F)cc2)CC1 | -5 | i | i | i | i | i | i | i | i | i | i
O=C(Nc1sc2c(c1C(=O)O)CCC2)c1ccccc1 | 12 | i | i | i | i | i | i | i | i | i | i
COc1cc(C(=O)N(Cc2ccc(F)cc2)C2CCS(=O)(=O)C2)cc(OC)c1OC (stereo unspecified) | 5 | i | i | i | i | i | i | i | i | i | i
COc1ccc(-n2nc3c(c2NC(=O)C(C)Cl)CSC3)cc1 (stereo unspecified) | -1 | i | i | i | i | i | i | i | i | i | i
CC(C)N1CC23C=CC(O2)C(C(=O)OCc2ccccc2)C3C1=O (stereo unspecified) | -1 | i | i | i | i | i | i | i | -5* | i | i
Cc1ccc(-n2c(O)c(C=Nc3ccc4c(c3)OCO4)c3ccccc3c2=O)cc1C | 11 | i | i | i | i | i | i | i | i | i | i
Cc1ccccc1NC(=S)NCc1ccc(F)cc1 | 4 | i | i | i | i | i | i | i | i | i | i
CC(C)(CC(=O)O)CC(=O)Nc1cc(C(F)(F)F)cc(C(F)(F)F)c1 | 0 | i | i | i | i | i | i | i | i | i | i
Nn1c(SCCOc2ccccc2)nnc1-c1cccnc1 | 0 | i | i | i | i | i | i | i | i | i | i
O=C(CNC(=O)c1ccccc1)OCC(=O)c1ccccc1Cl | 2 | i | i | i | i | i | i | i | i | i | i
CC1Cc2ccccc2N1C(=O)COC(=O)c1c2c(nc3ccccc13)CCCCC2 (stereo unspecified) | 5 | i | i | i | i | i | i | i | i | i | i
COc1cc(NC(=O)c2ccc(S(=O)(=O)N(C)C)cc2)cc(OC)c1OC | 1 | i | i | i | i | i | i | i | -5.3* | i | i
COc1ccc(C(=O)N(CN2CCCC2=O)c2cc(C)on2)cc1OC | -1 | i | i | i | i | i | i | i | i | i | i
COC(=O)C(Cc1ccccc1)NC(=O)COc1ccc(C(C)(C)C)cc1 (stereo unspecified) | 4 | i | i | i | i | i | i | i | i | i | i
Cc1cc(C(=O)CSc2nc3ccccc3o2)c(C)n1C1CC1 | -4 | i | i | i | i | i | i | i | i | i | i

Continued.
Structure | SKKanGAS inh | MrgX1 agonist | TRPC4 agonist | ANO1 activ | TRPC6 activator | TMEM16A inh | TRPC4 PAM | TRPC4 inh | MrgX1 antag | TRPC6 inhibitor | MrgX1 allo act
CC(=O)c1cccc(OCC(=O)N2CCN(c3ccc(C(F)(F)F)cn3)CC2)c1 | -5 | i | i | i | i | i | i | i | i | i | i
CCC(=O)Nc1nc(NCc2ccccc2OC)n(-c2ccccc2)n1 | -1 | i | i | i | i | i | i | i | i | i | i
O=C(CCC(=O)NC12CC3CC(CC(C3)C1)C2)NC1CCCCC1 | 0 | i | i | i | i | i | i | i | i | i | i
O=C(CSc1ccc2nnc(-c3cccc(F)c3)n2n1)N1CCCc2ccccc21 | -2 | i | i | i | i | i | i | i | i | i | i
CCc1nc(NCCN2CCOCC2)c2oc3ccccc3c2n1 | 3 | i | i | i | i | i | i | i | i | i | i
COc1ccc(Br)cc1/C(C)=N/NC1=NCCN1 | 7 | i | i | i | i | 100* | i | i | i | i | i
O=C(NCc1ccc(CNC(=O)c2ccco2)cc1)c1ccco1 | 1 | i | i | i | i | i | i | i | i | i | i
O=c1c(Cl)c(NC2CC2)cnn1-c1ccccc1 | -6 | i | i | i | i | i | i | i | i | i | i
COc1cccc(C2C3=C(CC(C)(C)CC3=O)OC(N)=C2[N+](=O)[O-])c1 (stereo unspecified) | 1 | i | i | i | i | i | i | i | i | i | i
CCOC(=O)c1c(C)oc2c1c1c(c3ccccc32)OCN(CCCC(=O)O)C1 | 18 | i | i | i | i | i | i | i | i | i | i
c1ccc(Cc2nnc(N3CCOCC3)c3ccccc23)cc1 | 0 | i | i | i | i | i | i | i | i | i | i
O=C(N/N=C/c1cn(Cc2ccccc2)c2ccccc12)c1cc(O)cc(O)c1 | 13 | i | i | i | i | i | i | i | i | i | i
S=C(Nc1cccc2ccccc12)NN1CCOCC1 | -3 | i | i | i | i | i | i | i | i | i | i
CC(NC(=O)Cn1cc(C(F)(F)F)cc(Cl)c1=O)c1ccccc1 (stereo unspecified) | -2 | i | i | i | i | i | i | i | i | i | i
